Growth percent in the NCI-60 one-dose screen (48 h, 10 µM unless noted): 100 = growth as untreated, 0 = no growth, -100 = all killed.
SK-MEL-28: SK-MEL-28 melanoma; 81,000 compounds, 4.1% hits; AID 1794761
UACC-257: UACC-257 melanoma | 78,000 compounds, 4.4% hits | AID 1794764
SK-MEL-5: SK-MEL-5 melanoma; 80,000 compounds, 6.4% hits
MALME-3M: MALME-3M melanoma. AID 1794766. 78,000 compounds, 5.8% hits
LOX IMVI: LOX IMVI melanoma. 79,000 compounds, 7.4% hits
SK-MEL-2: SK-MEL-2 melanoma; 77,000 compounds, 4.7% hits
HS 578T: HS 578T breast cancer. 78,000 compounds, 4.1% hits
UACC-62: UACC-62 melanoma; 81,000 compounds, 5.4% hits
The depositor's hits bear a star; . = not tested or not shown; & = joins results of further samples. The calls were made as follows: active = growth percent below 10; inactive = the rest.

SMILES	SK-MEL-28	UACC-257	SK-MEL-5	MALME-3M	LOX IMVI	SK-MEL-2	HS 578T	UACC-62
CCCCCCCCCCCCCCCCCCNC(=O)SC	102.1	83.6	103.1	79.9	88.7	108.4	.	92.3
C[C@]12CCC(=O)C=C1CC[C@@H]1[C@@H]2[C@@H](O)C[C@@]2(C)[C@H]1CC[C@]2(O)[C@@H](O)CO	109.3	108.7	102.3	92.5	97.9	.	122.4	92.1
CCNC(=S)NNC(=O)CN1CCN(c2cc3c(cc2F)c(=O)c(C(=O)O)cn3C2CC2)CC1	108.5	108.6	100.1	98.7	103.5	108.6	101.8	100.9
CCOC(=O)CCCCl	112.8	110.0	107.1	102.0	99.8	96.9	91.3	102.3
Cc1cc2c(-c3ccc(NC(=O)[C@H](N)CC(C)(C)C)cc3C)ccnc2[nH]1	89.5	107.9	64.3	86.5	77.8	111.0	77.0	81.3
c1ccc(-c2n(Cc3ccc4ccccc4n3)cc[n+]2Cc2ccc3ccccc3n2)cc1	24.5	-14.6*	-73.4*	19.8	19.5	-5.8*	60.4	-10.3*
Cc1ccc(-c2nc3nc4sc(C)c(C)c4c(=O)n3[nH]2)cc1	107.3	.	96.5	85.3	85.7	107.6	108.0	102.3
COc1ccc2c(c1)OC[C@@H](c1ccc(O)cc1O)C2	104.7	95.2	95.1	101.4	96.1	93.4	100.0	91.7
O=C(/C=C/c1ccco1)c1ccc2ccccc2c1	113.3&112.8	113.2&109.1	97.9&103.4	105.3&98.3	98.7&97.3	96.4&95.9	111.3&104.7	96.9&103.4
COc1c(O[C@@H]2OC(CO)[C@H](O)[C@H](O)C2O)cc2oc3cc(O)c(CC=C(C)C)c(O)c3c(=O)c2c1CC=C(C)C (some centres not stated)	106.2	91.3	97.8	104.0	85.2	97.3	96.2	83.8

Record cards, from the list above.
`Cc1ccc(-c2nc3nc4sc(C)c(C)c4c(=O)n3[nH]2)cc1` as listed: SK-MEL-28 = 107.3; UACC-257 = .; SK-MEL-5 = 96.5; MALME-3M = 85.3; LOX IMVI = 85.7; SK-MEL-2 = 107.6; HS 578T = 108.0; UACC-62 = 102.3
`COc1c(O[C@@H]2OC(CO)[C@H](O)[C@H](O)C2O)cc2oc3cc(O)c(CC=C(C)C)c(O)c3c(=O)c2c1CC=C(C)C` (some centres not stated) as listed: SK-MEL-28 = 106.2; UACC-257 = 91.3; SK-MEL-5 = 97.8; MALME-3M = 104.0; LOX IMVI = 85.2; SK-MEL-2 = 97.3; HS 578T = 96.2; UACC-62 = 83.8

(next part)
SMILES	SK-MEL-28	UACC-257	SK-MEL-5	MALME-3M	LOX IMVI	SK-MEL-2	HS 578T	UACC-62
Clc1ccc(/C=C/c2ccccn2)cc1	99.0	102.7	100.8	107.7	98.6	103.1	.	105.9
CC(=O)N1N=C(c2ccc3c(c2)OCO3)CC1c1ccc(C)s1 (configuration not stated)	119.3	116.3	96.9	.	96.8	103.4	122.5	96.0
NC(=O)c1c(NC(=O)c2cccc(C(F)(F)F)c2)sc2c1CCC(=O)C2	20.7	-6.2*	-56.3*	-41.0*	5.1*	-18.5*	9.5*	-45.4*
CCOC(=O)C(C#N)(CC)CC	105.5	128.2	99.4	108.1	96.4	114.5	.	99.0
Nc1nc(Nc2ccccc2SSc2ccccc2Nc2nc(N)nc(-c3cccc(Cl)c3)n2)nc(-c2cccc(Cl)c2)n1	101.6	112.0	95.5	104.0	61.7	105.3	105.3	86.2
CCCC(CCC)(C(=O)Nc1ccc2nc(C)cc(N)c2c1)C(=O)Nc1ccc2nc(C)cc(N)c2c1	108.8	99.0	101.2	84.6	100.3	106.4	100.0	96.5
CNC(=O)c1cn(C2CC2)c2cc(N3CCN(C(C)=O)CC3)c(F)cc2c1=O	106.2	.	102.7	99.9	103.4	104.7	103.7	105.4
O=C(c1ccc(Nc2ccc3c(c2)OCO3)c([N+](=O)[O-])c1)N1CCOCC1	107.6	112.6	123.1	101.6	95.6	105.2	106.0	90.3
O=C1CCN(Cc2ccccc2)C(=O)N1	115.0	106.6	108.0	105.2	104.2	98.8	123.9	93.8
CC(C)(C)OC(=O)N(CCOCCO)c1ccn2ncc(-c3ccc(C(=O)O)c(O)c3)c2n1	98.7	96.3	99.4	100.5	90.6	97.3	89.1	91.3
COc1cccc(-c2c(C#N)c(N)nc3[nH]c(=S)[nH]c(=O)c23)c1	100.7	114.2	98.6	109.6	91.2	98.7	99.7	96.1
CC(=O)Nc1nc(C)c(C(=O)N/N=C/N2CCOCC2)s1	111.3	118.0	112.4	114.1	106.3	34.1	97.6	98.4
Cn1c(=O)c2[nH]c(SCC(=O)c3ccc(Br)cc3)nc2n(C)c1=O	108.6	97.1	93.2	101.2	101.0	103.8	98.0	89.0
O=C(NCCN1CCOCC1)Nc1ccc(-c2cc3c(Nc4ccc(Oc5cccc(C(F)(F)F)c5)c(Cl)c4)ncnc3s2)cc1	-49.8*	26.4	-90.9*	-57.5*	-86.6*	32.0	-3.1*	-40.3*
Cc1c(C)c(C)c([N+](=O)[O-])c([N+](=O)[O-])c1C	103.6	102.7	99.3	90.1	95.9	103.4	96.5	83.6
CCc1c(C(=O)NCc2c(O)ccc3ccccc23)[nH]c(C)c1C(C)=O	103.7	88.8	79.5	83.0	80.8	64.1	76.5	72.0
CC(=O)/C(=N\Nc1ccccc1)C(c1ccccc1)c1ccccc1	109.9	103.1	97.2	102.9	95.7	94.3	100.3	89.6
COc1ccc(-c2noc(CCc3nnc(-c4ccccc4)o3)n2)cc1	104.5	89.5	100.3	99.5	101.2	99.5	104.2	95.1
CCOC(=O)c1c(Cl)c2c(n1Cc1cc(OC)cc(OC)c1)-c1oncc1CCC2	40.7	72.4	17.7	22.6	43.7	44.6	29.6	28.5
CC(C)Cc1ccc(C(C)C(=O)OCc2ccc(Cn3c(=O)sn(CCCCl)c3=O)cc2)cc1 (configuration not stated)	111.2	101.8	.	98.7	97.5	109.6	100.9	97.4

Taken from above:
Result for `NC(=O)c1c(NC(=O)c2cccc(C(F)(F)F)c2)sc2c1CCC(=O)C2` in HS 578T: 9.5*
Result for `COc1ccc2c(c1)OC[C@@H](c1ccc(O)cc1O)C2` in UACC-62: 91.7
Result for `CC(C)(C)OC(=O)N(CCOCCO)c1ccn2ncc(-c3ccc(C(=O)O)c(O)c3)c2n1` in MALME-3M: 100.5
Result for `C[C@]12CCC(=O)C=C1CC[C@@H]1[C@@H]2[C@@H](O)C[C@@]2(C)[C@H]1CC[C@]2(O)[C@@H](O)CO` in UACC-257: 108.7
Result for `CNC(=O)c1cn(C2CC2)c2cc(N3CCN(C(C)=O)CC3)c(F)cc2c1=O` in UACC-62: 105.4
Result for `CCCC(CCC)(C(=O)Nc1ccc2nc(C)cc(N)c2c1)C(=O)Nc1ccc2nc(C)cc(N)c2c1` in HS 578T: 100.0
Result for `Cc1ccc(-c2nc3nc4sc(C)c(C)c4c(=O)n3[nH]2)cc1` in SK-MEL-2: 107.6

Next compounds:
SMILES	SK-MEL-28	UACC-257	SK-MEL-5	MALME-3M	LOX IMVI	SK-MEL-2	HS 578T	UACC-62
CC(=O)Oc1ccccc1C(=O)N=C1[Se]CCCN1C(=O)c1ccccc1OC(C)=O	18.5	57.4	74.8	-27.1*	-64.1*	91.4	24.9	73.6
CCOc1cc(CN2CCOCC2)c(O)c(CN2CCOCC2)c1	112.8	.	97.9	104.1	96.7	107.4	96.2	100.3
CC1(C)C(N)=Nc2cc(OCCCN3Cc4ccccc4C3)c(OCC3CC3)cc21	56.2	1.2*	53.1	-14.0*	33.7	107.6	71.7	78.0
COc1ccc(C2NC(=O)C(C#N)c3c2sc2c(F)cccc32)cc1 (configuration not stated)	52.6	63.9	60.6	47.2	45.6	60.0	.	36.4
N#CCCNc1ccc2c(c1)C(=O)c1ccccc1-2	102.5	106.1	101.8	105.3	102.3	107.1	109.6	92.0
Nc1nc(Cl)nc2c1ncn2C1CCC(CO)O1 (configuration not stated)	106.6	105.2	97.4	.	99.4	116.6	98.8	103.2
Cc1cc(=O)n2c(-c3cccc([N+](=O)[O-])c3)nc3c4ccccc4ccc3n12	108.5	103.4	106.6	112.8	108.8	99.5	114.7	96.9
NNC(=O)c1cccc([N+](=O)[O-])c1	118.3&106.9	100.2&99.9	99.1&98.2	87.5&98.7	95.8&100.6	98.6&104.0	103.0&98.7	99.1&101.5
CCN(CC)CCOC(=O)c1ccc(N=C=S)cc1	110.3	.	108.8	122.1	98.9	92.9	116.0	103.7
O=C(CN1CCNCC1)Nc1cccc(-c2cc3ccccc3[nH]2)c1	89.4	78.5	71.7	92.1	67.5	91.8	85.5	61.1
CN1CCSC1=NC(=O)c1ccc(Cl)cc1	.	95.3	97.8	95.0	104.4	100.5	98.3	101.3
c1ccc(CN2c3nc4ccccc4cc3Sc3cc4ccccc4nc32)cc1	114.0	101.6	98.9	83.2	92.6	67.2	89.4	84.9
Cc1cccc2c1ccc1cc(C(C)C)ccc12	115.9	.	102.4	100.6	100.0	100.2	98.0	.
N#C/C(=C\c1ccc[nH]1)c1cc2ccccc2[nH]1	98.5	69.9	57.2	88.0	75.2	65.9	87.5	67.8
Fc1cccc(/C=N/Nc2nc(N/N=C/c3cccc(F)c3)nc(N3CCOCC3)n2)c1	89.9	93.4	72.1	144.0	99.3	97.5	100.4	105.2
COc1cc(C(F)(F)F)ccc1-c1cc(-c2ccc(F)cc2)n[nH]1	102.0	82.5	.	90.8	96.9	118.4	96.3	83.9
C[C@]12CC[C@H](O)CC1=CC[C@@H]1[C@@H]2CC[C@]2(C)C3C(=O)C=C4CCCCC4C3C[C@@H]12 (some centres not stated)	93.8	102.5	101.9	93.8	88.8	120.6	.	92.7
O=C(NCCCCNC(=O)OCc1ccc2c(Cl)cc(Cl)c(O)c2n1)OCc1ccc2c(Cl)cc(Cl)c(O)c2n1	50.6	23.8	-46.4*	43.0	14.4	29.6	21.9	36.7
Fc1ccc(CSc2nnc(-c3ccc(Cl)cc3)n2-c2ccccc2)cc1	98.1	90.9	96.9	92.7	99.7	96.4	103.7	88.7
CCN1CCN(CC(=O)Nc2nc3ccc(NCc4ccccc4)cc3s2)CC1	103.8	94.4	85.3	93.1	91.0	95.6	87.1	91.4
CC(=O)N1N=C(c2ccc(OCC(=O)c3ccc(C)cc3)cc2)CC1c1ccc(F)cc1 (configuration not stated)	98.9	83.0	53.6	101.2	84.3	86.8	79.7	62.5
COc1ccc(/C=N/Nc2cc(=O)[nH]c3ccc(C)cc23)cc1	100.9	104.8	69.0	113.7	91.5	81.7	88.3	89.4
CCCCCc1ccc(S(=O)(=O)Nc2ccc3nc(NC(C)=O)[nH]c3c2)cc1	103.7	101.0	93.4	95.2	87.7	100.6	91.9	67.7
CSc1oc(C)nc1[P+](c1ccccc1)(c1ccccc1)c1ccccc1	61.1	20.5	-9.1*	76.1	28.7	84.4	55.0	47.2
Nc1nc2ncc(CNc3ccc(C(=O)N[C@@H](CCc4nn[nH]n4)C(=O)O)cc3)nc2c(=O)[nH]1	110.0&97.5	91.8&105.9	96.7&101.3	103.9&96.9	98.7&99.5	103.7&104.9	95.3&110.1	94.5&97.3
O=C1c2cc3c(cc2-c2c1c1ccc(F)cc1c(=O)n2CCCNCCO)OCO3	-13.8*	-28.0*	.	-72.2*	-88.3*	-46.1*	3.2*	-60.5*
O=C(c1ccc(Cl)cc1)C1[C@H](c2ccccc2Cl)[C@@H](c2ccccc2)NC12C(=O)Nc1ccccc12 (some centres not stated)	-57.3*	1.8*	-97.1*	-34.8*	-97.9*	-85.3*	-38.3*	-73.3*
CC(C)CCCC(C)C1CCC2C3CC=C4CC(=O)CCC4(C)C3CCC12C (configuration not stated)	107.3	102.7	101.2	115.1	101.3	110.1	118.7	100.1
Cc1ccc(-c2cc(-c3cccc(OCC(=O)O)c3)[nH]c(=O)c2C#N)cc1	106.6	103.1	100.4	98.3	.	127.7	.	101.4

Bioassay records (PubChem)
